CSN inh: CSN deneddylation inhibition; Q92905; AID 651999; inhibition, % at 12.5 µM; Purified CSN, SCF-Nedd8-OG deneddylation, fluorescence polarization; 0.38% of 360,000 active;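 active = pattern-corrected inhibition above about 35%, with an unprinted fluorescence ratio check between 0.5 and 1.5, limit read from the data, passing the limit was not always enough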;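 also: 0% = enzyme with substrate and 100% = substrate without enzyme; some results filed as inactive read as strong as hits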
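Detection – fluorescence polarization · System – HEK293T-derived human Csn5 enzyme · Controls – substrate-only high control, full reaction low control · Timing – 90 min, room temperature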
MT1-MMP act inh: blocks activation of human MT1-MMP | 0.061% of 360,000 active | AID 651647 | GFP/RFP ratio change, % at 20 µM | P50281 | HT1080 RFP-PRO-GFP cells, GFP/RFP ratio fluorescence, overnight; percent of plate control window, DMSO zero;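 active = GFP/RFP ratio change of at least 30% with cell ATP level not reduced by more than half and red fluorescence within 50% of control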; also: strong numbers were not always called active
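system = RFP-PRO-GFP reporter HT1080 cells | dosing = 20 µM single dose, 1% DMSO | timing = overnight cell settling, then overnight compound exposure, 37 °C, 5% CO2 | read-out basis = GFP/RFP fluorescence ratio | controls = DMSO and RFP-L50D-GFP cell wells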
E coli Lon inh: inhibits E. coli Lon protease; 0.42% of 360,000 active; purified E. coli Lon protease, fluorescence polarization; inhibition, % at 7.94 µM; P0A9M0; in the data active = inhibition above about 13%, passing the limit was not always enough;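 also: 0% = enzyme with probe and DMSO and 100% = no enzyme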
Target sequence (P0A9M0 whole entry, looked up): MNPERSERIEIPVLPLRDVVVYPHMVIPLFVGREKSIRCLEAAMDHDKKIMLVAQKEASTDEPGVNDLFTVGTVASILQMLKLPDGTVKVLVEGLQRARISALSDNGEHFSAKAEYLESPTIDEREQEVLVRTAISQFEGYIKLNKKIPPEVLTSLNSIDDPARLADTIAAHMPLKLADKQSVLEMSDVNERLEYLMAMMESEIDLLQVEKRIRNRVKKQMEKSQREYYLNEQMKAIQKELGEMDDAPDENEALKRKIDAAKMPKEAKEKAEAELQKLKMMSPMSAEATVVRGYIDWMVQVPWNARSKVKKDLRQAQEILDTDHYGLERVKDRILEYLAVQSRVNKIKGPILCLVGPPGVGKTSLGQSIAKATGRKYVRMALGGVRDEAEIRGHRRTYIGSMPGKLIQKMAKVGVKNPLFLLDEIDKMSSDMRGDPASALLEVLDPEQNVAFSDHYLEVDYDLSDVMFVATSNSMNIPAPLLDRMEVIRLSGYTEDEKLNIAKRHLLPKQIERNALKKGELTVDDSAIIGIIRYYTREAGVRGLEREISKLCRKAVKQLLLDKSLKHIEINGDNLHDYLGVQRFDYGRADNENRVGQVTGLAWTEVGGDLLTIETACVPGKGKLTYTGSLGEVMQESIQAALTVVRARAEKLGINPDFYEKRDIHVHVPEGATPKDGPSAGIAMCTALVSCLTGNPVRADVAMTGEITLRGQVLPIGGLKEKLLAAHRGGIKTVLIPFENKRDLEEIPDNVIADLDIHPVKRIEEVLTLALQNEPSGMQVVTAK
FAS TE block: blocks the thioesterase domain of human fatty acid synthase; recombinant FAS-TE, OMFH fluorogenic substrate, fluorescence endpoint; 0.67% of 360,000 active; inhibition, % at 15 µM; P49327;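 active = compounds whose normalised, plate-corrected inhibition of enzyme fluorescence in the single-dose primary screen is 50% or more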;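 also: 0% = DMSO with enzyme and 100% = substrate without enzyme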
bovine MsrA act: activators of bovine methionine sulfoxide reductase A; purified bovine MsrA, absorbance read-out; activation, % at 10.6 µM; 0.3% of 360,000 active; AID 602163; in the data active = activation above about 7.5%;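 also: 0% = vehicle and 100% = reference activator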
PABP1 MLLE inh: blocks PAM2 peptide binding to the PABP1 MLLE domain. P11940. GST-MLLE / FITC-PAM2 fluorescence polarization. inhibition, % at 20 µM. 0.36% of 360,000 active. AID 588489; in the data active = inhibition above about 35%, passing the limit was not always enough;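 also: plate controls were DMSO wells with GST-MLLE for no effect and wells lacking GST-MLLE protein for full effect; some results filed as inactive read as strong as hits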
Rin1-Abl PPI inh: inhibitors of human Rin1-Abl protein interaction. TR-FRET Rin1/Abl binding, biochemical. inhibition, % at 7.35 µM. 0.4% of 360,000 active; in the data active = inhibition above about 5%, passing the limit was not always enough
MsrA inhibitor: inhibitors of bovine MsrA; purified bovine MsrA, absorbance read-out; inhibition, % at 15.5 µM; 0.75% of 360,000 active; AID 651718; in the data active = inhibition above about 4.5%;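 also: 0% = vehicle wells with enzyme and 100% = reference inhibitor wells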
Rpn11 inh: inhibitors of human proteasome Rpn11; O00487; human 26S proteasome, Ub4-pepOG fluorescence polarization; 20S core pre-blocked with epoxomicin; calls only at 20 µM; 0.59% of 360,000 active; AID 588493;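 active = inhibition at 20 µM, scaled to each plate's controls, above about 33%, limit read from the data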
Target sequence (O00487 whole entry, looked up): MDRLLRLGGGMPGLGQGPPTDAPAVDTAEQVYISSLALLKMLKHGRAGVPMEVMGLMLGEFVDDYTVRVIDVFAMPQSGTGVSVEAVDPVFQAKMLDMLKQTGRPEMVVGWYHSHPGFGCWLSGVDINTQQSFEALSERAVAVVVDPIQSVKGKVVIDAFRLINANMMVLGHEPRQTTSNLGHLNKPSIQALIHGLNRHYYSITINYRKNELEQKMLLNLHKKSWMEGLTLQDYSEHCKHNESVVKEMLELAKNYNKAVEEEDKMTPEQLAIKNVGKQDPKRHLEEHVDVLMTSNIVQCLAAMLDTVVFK
Numbers without * were called inactive; i = inactive; / = not tested or not shown; + = active, no number. An unsorted share of the library; any-hit rate near 3.7%.

SMILES	CSN inh	MT1-MMP act inh	E coli Lon inh	FAS TE block	bovine MsrA act	PABP1 MLLE inh	Rin1-Abl PPI inh	MsrA inhibitor	Rpn11 inh
O=S(=O)(Nc1ccc(-c2cn3c(n2)SCC3)cc1)c1cc(F)ccc1F	2	-1	-16	-4	-2	-10	-1	-0.3	i
CCN(CC)C(=O)Cn1cc(S(=O)(=O)CC(=O)N2CCOCC2)c2ccccc21	2	3	-3	-6	-3	-13	-2	0.5	i
CCCCN(C(=O)CC(c1ccccc1)c1ccccc1)c1c(N)n(CCC)c(=O)[nH]c1=O	3	-12	-8	2	-12	-25	-1	-0.9	i
CCOC(=O)C1CCN(Cc2oc(CO)cc(=O)c2O)CC1	5	-4	1	-5	-1	-3	14*	1.2	i
Cc1ccc(S(=O)(=O)/C(C#N)=C/c2c(N3CCN(C)CC3)nc3c(C)cccn3c2=O)cc1	0	-4	-2	16	4	-7	-4	3.3	i
CNS(=O)(=O)c1cc(O)c2c(S(=O)(=O)NC)cccc2c1	5	5	-1	-4	-4	12	1	0.8	i
O=C(O)CCN1C(=O)c2ccc(NC(=O)CSc3ccccc3)cc2C1=O	-3	2	-3	-10	-3	16	-1	0.8	i
COC(=O)Cn1c(=NC(=O)c2nc3ccccc3s2)sc2cc(S(N)(=O)=O)ccc21	18	24	-8	-7	2	-6	-8	0.3	+
COc1ccc(-n2c(SCC(=O)NCC3CCCO3)nc3c([nH]c4ccccc43)c2=O)cc1OC (configuration not stated)	-2	-1	5	-4	-8	-4	-3	1.1	i
CC(c1ccccc1)N1CC(C(=O)N2CCN(c3ccc(F)cc3)CC2)CC1=O (configuration not stated)	5	0	2	-9	-4	-2	0	0.4	i
CCc1ccc(CN(C)C(=O)C2CCC(=O)N(Cc3cccc(OC)c3)C2)nc1 (configuration not stated)	2	-7	13	-4	-4	-4	2	-0.3	i
O=C(NCc1cccnc1)/C(=C/c1ccccc1)NC(=O)c1ccccc1	7	1	8	-6	-3	25	-7	0.3	i
c1ccc(-c2nnc(-c3c[nH]c4ccccc34)nc2-c2ccccc2)cc1	-3	1	-9	17	-6	-4	-1	3.9	i
COc1ccc(CN2CCNC(=O)C2CC(=O)NC2CCC2)c(OC)c1 (configuration not stated)	0	-2	5	-5	-6	-3	2	-1.1	i
O=C1Cc2cc(S(=O)(=O)Nc3ccc(F)cc3Cl)ccc2N1	-1	0	-2	-5	-1	5	-1	0.8	i
CCOc1cc2c(cc1OCC)C(c1ccccc1)N(c1ccccc1)C(=O)C2 (configuration not stated)	-1	-9	-8	4	-2	-7	-2	0.5	i
O=c1c(-c2ccc(Br)cc2)coc2c(CN3CCCCC3)c(O)ccc12	2	-3	-5	-2	-4	-6	1	0.7	i
O=C(NC1CCCCC1)C1CCN(S(=O)(=O)c2cccc3nsnc23)CC1	0	0	1	-8	-1	2	1	-0.6	i
COC(=O)c1ccc(C)c(NC(=O)CCCN2C(=O)CN(C)C2=O)c1	-2	-1	-6	-7	0	-68	1	-0.8	i
COc1ccc(OCC(=O)Nc2cc3c(cc2C(=O)O)OCCCO3)cc1	5	1	-9	-4	-2	19	0	-1.4	i
COCCn1cnnc1SCC(=O)Nc1sc2c(c1C#N)CCC2	9	-6	-21	-4	-2	-38	0	0.8	i
CCOc1cc(C(=O)NN2CCOCC2)cc(OCC)c1OCC	6	1	2	-4	-2	-7	1	0.6	i
CCCCOc1ccc(C(=O)Nc2ccc(S(=O)(=O)Nc3cc(C)on3)cc2)cc1OC	-1	0	8	-6	-5	1	0	0.6	i
O=C(O)c1cc2ccccc2c(N=Nc2cccnc2)c1O	3	2	0	-3	-1	6	1	/	i
O=S1(=O)CCOC[C@H](Cc2ccccc2)N1Cc1ccccc1F	-4	1	3	4	-3	-6	2	-0.1	i
The list goes on.
SMILES	CSN inh	MT1-MMP act inh	E coli Lon inh	FAS TE block	bovine MsrA act	PABP1 MLLE inh	Rin1-Abl PPI inh	MsrA inhibitor	Rpn11 inh
Cc1ccc(C(=O)N2CCN(Cc3ccc4c(c3)OCO4)CC2)cc1C	-1	-2	-7	-2	-2	-6	1	0.2	i
Cc1ccc(C)c(S(=O)(=O)N2CCN(C(=O)c3cncc(Br)c3)CC2)c1	-2	1	7	1	1	-2	2	-0.1	i
CCN(CC(=O)Nc1cc(Cl)ccc1C)C(=O)c1cc([N+](=O)[O-])ccc1N1CCOCC1	-3	-2	3	32	-1	-23	-2	1.9	i
COc1ccc(C2CCCN2C(=S)Nc2ccc(C)cc2Cl)cc1OC (configuration not stated)	1	0	-17	5	-2	-107	3	1.0	i
S=C(NCCCN1CCOCC1)N1CCOCC1	-3	3	-5	-8	-2	-29	1	0.3	i
O=[N+]([O-])c1ccc(Oc2ccc(C(F)(F)F)cn2)cc1	3	0	-2	11	-1	14	1	-1.4	i
CC(C)CNc1ncnc2c1ncn2[C@H]1CN(Cc2ccc(Cl)cc2)C[C@@H](CO)O1	2	-1	-2	-4	-7	-4	18*	0.5	i
Cc1csc(N2CCN(c3cc4c(cc3Cl)nc(-c3ccncc3)n4CCCN3CCCC3)CC2)n1	0	-1	-11	-16	-2	-29	0	2.6	i
O=C1c2ccccc2C(=O)N1Nc1ccc([N+](=O)[O-])cc1[N+](=O)[O-]	12	4	-8	5	-3	-26	-4	3.5	i
O=[N+]([O-])c1ccc(N2CCCC2)cc1NC1CC1	-1	4	-9	15	-4	12	-7	-0.1	i
Cc1cc(=O)oc2c3c(cc(OCC(=O)NCC(O)c4ccccc4)c12)OC(C)(C)CC3 (configuration not stated)	2	4	-11	6	-2	14	1	0.9	i
c1ccc(-c2cn3nc(-c4ccccc4)sc3n2)cc1	0	-6	-3	-3	-10	-26	-3	/	i
Cc1cc2cc(CNC(=S)NCc3ccccc3)ccc2n1C	14	46*	0	-99	-3	-11	-9	-0.4	i
Cc1cccc(/C=N/c2sc3c(c2C#N)CCN(Cc2ccccc2)C3)c1O	29	-62	-194	-40	-2	-86	0	-0.8	+
COc1ccc(OC)c(NC(=O)NNC(=O)COc2ccc(F)cc2F)c1	1	3	-5	-2	-9	-4	1	2.3	i
COc1ccc(NC(=O)CCS(=O)(=O)c2ccc3c(c2)CCCN3C(C)=O)cc1Cl	-4	3	-5	-4	-3	-4	2	-0.1	i
CCOc1ccc(S(=O)(=O)N/N=C(\C)C2CCCCC2)cc1	-4	1	7	23	-4	8	-2	1.2	i
O=c1c2ccccc2nc(/C=C/c2cccc([N+](=O)[O-])c2)n1CCO	5	-2	-5	9	-3	5	1	2.1	i
O=C(O)/C(=C\c1ccc(-c2ccc(F)cc2)o1)c1ccccc1	2	-9	2	-1	-10	-3	-5	4.7*	i
CCOC(=O)CSc1nnc(CNC(=O)c2ccc(OC)cc2)n1-c1ccc(OC)cc1	5	1	5	-4	0	3	3	-0.2	i
NC(CCc1ccccc1)c1csc(NC(=O)NCC2CCCCC2)n1 (configuration not stated)	-2	1	0	-2	1	0	-3	-2.5	i
Cc1ccc(C)c(S(=O)(=O)N/N=C/c2ccc(F)cc2)c1	-3	3	-2	1	-4	-4	1	-0.2	i
Cc1cc(C(=O)N/N=C/c2ccco2)n[nH]1	-11	6	-1	-1	-8	0	1	3.2	i
O=C(NC1CCCC1)c1cc2c(ccc3ccccc32)o1	-3	3	-4	0	-4	-1	1	0.9	i
COc1ccc(OCc2cc(C(=O)NC(C)Cn3cncn3)no2)c(Cl)c1 (configuration not stated)	0	-2	-1	-2	-6	9	2	1.2	i

Reprinted from the part before: 6 entries; new compounds follow.
SMILES	CSN inh	MT1-MMP act inh	E coli Lon inh	FAS TE block	bovine MsrA act	PABP1 MLLE inh	Rin1-Abl PPI inh	MsrA inhibitor	Rpn11 inh
CCOC(=O)CSc1nnc(CNC(=O)c2ccc(OC)cc2)n1-c1ccc(OC)cc1	5	1	5	-4	0	3	3	-0.2	i
NC(CCc1ccccc1)c1csc(NC(=O)NCC2CCCCC2)n1 (configuration not stated)	-2	1	0	-2	1	0	-3	-2.5	i
Cc1ccc(C)c(S(=O)(=O)N/N=C/c2ccc(F)cc2)c1	-3	3	-2	1	-4	-4	1	-0.2	i
Cc1cc(C(=O)N/N=C/c2ccco2)n[nH]1	-11	6	-1	-1	-8	0	1	3.2	i
O=C(NC1CCCC1)c1cc2c(ccc3ccccc32)o1	-3	3	-4	0	-4	-1	1	0.9	i
COc1ccc(OCc2cc(C(=O)NC(C)Cn3cncn3)no2)c(Cl)c1 (configuration not stated)	0	-2	-1	-2	-6	9	2	1.2	i
O=C(COc1ccccc1)N1CCN(C(=O)COc2ccccc2)CC1	4	0	1	-3	-3	-6	-1	/	i
CSC[C@H]1CN(CCc2ccccc2)C(=O)[C@@H]1CC(=O)Nc1ccc(Br)cc1	3	3	-9	26	-2	18	-4	0.3	i
COc1ccc(CNC(=O)C2CCCN(c3nn4c(=O)cc(C)nc4s3)C2)cc1 (configuration not stated)	4	5	2	-2	-2	-7	3	-0.4	i
O=C(CSc1nnc(-c2ccc(F)cc2)o1)Nc1ccc(S(=O)(=O)N2CCCC2)cc1	-5	4	-2	10	-1	-9	-1	0.5	i
Cc1cccc(NC(=S)NCCO)c1C	-1	-1	5	-5	0	11	0	-1.4	i
Cc1sc(-n2c(C)cc(/C=C3\SC(=S)NC3=O)c2C)c(C#N)c1C	35	-79	-89	21	-14	-62	-2	0.0	/
Cc1cc(C)cc(-n2c(C)cc(/C=N/NC(=O)c3cccc([N+](=O)[O-])c3C)c2C)c1	0	11	7	0	3	5	3	0.5	i
CCOc1cc(/C=C(\C#N)c2nc(-c3cccs3)c(NC(C)=O)s2)ccc1O	-13	-80	-428	-26	-4	-131	-6	0.3	i
O=C(CNC(=O)c1ccccc1F)NC1CC1	0	-3	2	-3	-2	-1	-1	0.8	i
O=C(CSc1ccccn1)Nc1ccc(Cl)c([N+](=O)[O-])c1	-3	2	4	8	-8	3	2	0.1	i
Cc1ccc(-c2csc3ncnc(OCC(=O)NC(=O)NCc4ccco4)c23)cc1	4	/	-10	23	-1	2	1	1.3	i
O=C(c1ccc(OC2CCN(CCc3ccccc3)CC2)cc1)N1CCCC(CCCO)C1 (configuration not stated)	3	-8	-11	-6	0	15	7	-0.1	i
CS(=O)(=O)N(CC(=O)N1CCc2ccccc2C1)c1cccc([N+](=O)[O-])c1	3	0	0	20	-4	4	-1	1.2	i
Cc1cc(C)c(C)c(S(=O)(=O)N2CCN(Cc3nc4ccccc4[nH]3)CC2)c1C	-4	0	-9	4	-2	-6	-2	0.8	i
Cc1cc(C)c(S(=O)(=O)N2CCN(c3ccccc3)CC2)c(C)c1	-2	1	-9	26	-2	3	-2	0.4	i
Cc1cccc(-n2ncc3c(N)ncnc32)c1	3	0	0	-10	-10	-6	2	1.9	i
C=CCNc1nc(C(=O)OCC(=O)N(Cc2ccccc2)C(C)C)cs1	-4	1	-10	-4	-5	-4	2	-0.4	i
Cc1cc(C)c2nc(/N=C(\N)NC(=O)c3ccccc3)nc(C)c2c1	0	0	-13	-1	-2	5	-2	-1.4	i
CC1(C)CC(=O)C/C(=N/NC(=O)C2CCN(S(=O)(=O)c3cccs3)CC2)C1	2	1	5	-12	-11	3	3	-0.3	i
O=C(/C=C/c1ccccc1Cl)NNC(=O)c1ccncc1	-1	-3	0	-1	-5	-24	3	1.7	i
CCc1nn2c(=O)c(S(=O)(=O)Nc3ccccc3)c(C)nc2s1	-2	-4	-1	-8	-2	6	0	-0.2	i
COC(CN(C)C(=O)C1CCC(CNS(=O)(=O)c2ccccc2)CC1)OC (configuration not stated)	2	1	-4	-7	-2	-8	-1	0.8	i
O=C(Cc1ccc(-c2ccccc2)cc1)NCc1ccccc1	3	9	-3	-5	-4	-9	0	-0.6	i

Source: PubChem
